PriA SSB inh: inhibitors of Klebsiella pneumoniae PriA binding to SSB C-terminal tail, primary screen, biochemical, AlphaScreen | AlphaScreen SSBct-PriA binding, biotinylated peptide | inhibition, % at 33 µM | hit rate 0.6% among 430,000 | PriA–SSB C-terminal tail interaction (Klebsiella pneumoniae); in the data active = inhibition mostly above about 37%, no sharp cut-off; inactive = mostly below about 20%;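 note: plate controls were negative control peptide for no effect and reference peptide for full effect; strong numbers were not always called active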
PfHsp40 yeast: rescue of yeast from PfHsp40 toxicity, primary screen, S. cerevisiae, ATP luminescence | hit rate 0.68% among 340,000 | AID 504582, 2011 | S. cerevisiae expressing PfHsp40, growth rescue | growth rescue, % at 12.5 µM; in the data active = growth rescue above about 28%, passing the limit was not always enough; inconclusive = no clear call, values can overlap the other calls;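 note: yeast W303a lacking pdr1 and pdr3 grown in galactose medium; growth measured after three days at 30 °C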
Vc quorum ag: inducers of Vibrio cholerae quorum light production without autoinducers, primary screen, BH1578 luxS cqsA deficient, single point. V. cholerae BH1578 lux reporter, luminescence, 6 h. hit rate 0.16% among 350,000. activation, % at 18.7 µM; in the data active = activation mostly above about 9.7%, no sharp cut-off; inconclusive = no clear call, values can overlap the other calls; inactive = mostly below about 3.7%; note: not every result past the cut was called active; inactives centre near 0; reference of the scale not given here
BoNT A protease: BoNT/A light chain protease inhibitors, primary screen, biochemical, flow cytometry, MLPCN library; Botulinum neurotoxin type A light chain protease (Clostridium botulinum A str. ATCC 3502); multiplex microsphere protease substrate cleavage; inhibition, % at 10 µM; hit rate 0.17% among 360,000; AID 588499, 2011; note: plate controls were buffer without enzyme for full effect and enzyme alone for no effect
TcdB inh: TcdB glycohydrolase inhibitors, primary screen, biochemical, single point, plate reader | TcdB glycohydrolase enzymatic assay | inhibition, % at 9.99 µM | hit rate 0.24% among 350,000 | AID 652162, 2013; in the data active = inhibition above about 10%
Anthrax LF inh2: Bacillus anthracis LF protease inhibitors, primary screen, biochemical, multiplex microsphere, MLPCN library. Lethal factor (Bacillus anthracis), P15917. multiplex microsphere protease cleavage assay. inhibition, % at 10 µM. hit rate 0.12% among 360,000; note: plate controls were buffer without enzyme for full effect and enzyme alone for no effect
PrPC surface inh: inhibitors of human cell surface prion protein PrPC, primary screen, cell-based, TR-FRET; TR-FRET read-out; inhibition, % at 13.8 µM; hit rate 0.43% among 370,000; in the data active = inhibition above about 24%; note: 0% = median of the test wells and 100% = reference compound wells
SARS 3CLpro inh: SARS-CoV 3CLpro protease inhibitors, primary screen, biochemical, quenched FRET; Replicase polyprotein 1ab (Severe acute respiratory syndrome coronavirus), P0C6X7; inhibition, % at 6 µM; AID 1706, 2009; hit rate 0.14% among 290,000; recombinant SARS-CoV 3CLpro, quenched FRET peptide cleavage; in the data active = inhibition above about 12%
Yp Topo-I inh: Yersinia pestis topoisomerase I inhibitors, primary screen, biochemical, cleavage product accumulation, plate reader, single point; DNA topoisomerase I (Yersinia pestis CO92); Y. pestis Topo-I cleavage product accumulation; activity, % at 10 µM; hit rate 0.064% among 360,000; in the data active = activity above about 50%, passing the limit was not always enough; inconclusive = no clear call, values can overlap the other calls; note: inactives centre near 2
Numbers without * were called inactive; i = inactive; u = inconclusive; x = not tested or not shown; & = joins results of further samples. Cut-off read from the data, not from the text of the source, unless noted: active = inhibition above about 30%; inconclusive = no clear call, values can overlap the other calls; inactive = below that.

SMILES	PriA SSB inh	PfHsp40 yeast	Vc quorum ag	BoNT A protease	TcdB inh	Anthrax LF inh2	PrPC surface inh	SARS 3CLpro inh	Yp Topo-I inh
COc1ccc(-c2c(C(=O)O)nc3ccccc3c2C(=O)O)cc1	6	0.4	0.0	0.5	x	-3	3	0	9
COc1cccc(CN(C)C(=O)c2ccc(S(=O)(=O)N3CCCC3)cc2)c1OC	-14	-1.6	-0.3	0.2	x	-4	2	2	-8
Cc1ccc(S(=O)(=O)NN=C2C(=O)C3CCC2C3Cl)cc1 (stereo not given)	-25	0.4	-1.1	-0.4	-2.9	-1	6	x	-4
N#C/C(=C/c1cccc(O)c1)C(=O)NCc1ccc(Cl)cc1	-9	-0.2	i	-0.4	-0.2	8	10	2	0
CN1C(=O)/C(=C/c2ccc(OC(=O)c3ccco3)cc2)SC1=S	-5	0.4	-0.5	-0.5	1.0	-2	-1	1	4
CCOC(=O)c1ccc(NC(=O)CN2C(=O)C(=O)N(CC(C)C)C2=O)cc1	1	5.4	-0.3	-0.6	x	-2	6	-6	4
Cc1ccc(N)c(C(=O)c2ccccc2)c1	23	-1.2	-0.4	-0.7	1.2	0	0	1	-4
Cc1c(NC(=O)c2cccnc2Cl)c(=O)n(-c2ccccc2)n1C	-8	-0.6	-0.3	1.1	x	20	x	0	3
O=C(NC(=S)N(CC1CCC1)CC1CCCO1)c1cccc([N+](=O)[O-])c1 (stereo not given)	11	3.7	-0.8	-0.8	0.1	-9	4	3	-5
O=C(NC1CCCc2ccccc21)c1ccc(S(=O)(=O)N2CCOCC2)cc1 (stereo not given)	-8	0.1	x	-0.1	1.9	-3	4	3	6
COc1cccc(-c2nc3ccc(C(=O)NC(C)Cc4cccnc4)cc3o2)c1 (stereo not given)	1	3.2	i	1.3	-1.1	20	-2	-4	30
CCOc1ccccc1NC(=O)/C=C/C(N)=O	-14	-0.2	i	-0.4	0.5	-7	1	0	-2
Cc1cccc(CN2CCN(Cc3cccc4nonc34)CC2CCO)n1 (stereo not given)	-18	-1.1	-0.2	0.4	1.1	-1	-20	6	-11
COC(=O)c1ccc(OCCOCCOc2cccc3ccc(C)nc23)cc1	4	0.5	-0.4	-0.1	-0.7	0	-1	5	29
Clc1ccc(-c2nnc(-c3ccccc3)o2)c(Cl)c1	-22	0.3	-0.3	0.6	x	-1	-5	-1	17
CCCCC(=O)N(c1ccc(OCC)cc1)C1C=CS(=O)(=O)C1 (stereo not given)	-5	-0.8	i	1.2	x	0	-2	-3	0
O=C(Nc1ccccc1C(=O)O)c1ccc2c(c1)C(=O)N(c1cccc([N+](=O)[O-])c1)C2=O	2	-2.3	-1.9	-1.1	1.3	-6	0	4	-2
Cc1nnc(SCC2=C(C(=O)O)N3C(=O)C(NC(=O)Cc4ccccc4)C3SC2)s1 (stereo not given)	0	-0.4	1.2	3.3	-0.6	1	-5	x	3
CCOc1ccc(Cl)cc1CNCCNCCO	5	9.9	-0.5	-0.3	-1.0	-1	-5	2	1
COCCOC(=O)C1=C(C)NC(=O)NC1c1cccc(F)c1 (stereo not given)	-10	0.2	0.4	-2.3	0.8	5	4	2	2
CC(=O)Nc1ccccc1NC(=O)c1ccccc1	-1	-0.3	x	-0.5	0.9	1	0	-1	5
O=[N+]([O-])c1ccc(NC2CCCCC2)nc1	-8	1.5	i	0.3	1.9	-15	-10	x	4
O=C(Nc1ccccc1C(=O)O)c1cc(S(=O)(=O)NCc2ccccc2)ccc1Cl	-7	0.7	-0.5	-1.2	-0.2	-1	10	4	3
Cc1cc(=O)oc(C)c1C(=O)OCC(=O)c1ccccc1	-2	-0.4	i	1.8	1.3	1	-1	-9	12
COc1ccc(Nc2nc(N)c([N+](=O)[O-])c(NCc3ccccc3)n2)cc1	-9&-10	-1.4	-0.5	-0.3	0.9	-10	-5	-6	5

The results go on:
SMILES	PriA SSB inh	PfHsp40 yeast	Vc quorum ag	BoNT A protease	TcdB inh	Anthrax LF inh2	PrPC surface inh	SARS 3CLpro inh	Yp Topo-I inh
Cc1ccc(C)c(NC(=S)NCC(c2cccnc2)N2CCOCC2)c1 (stereo not given)	2	-1.5	-0.2	-0.5	-1.3	0	-1	-3	4
CNc1ccccc(-c2ccc3ccccc3n2)c1=O	-1	-0.6	0.1	7.7	x	6	-7	2	6
CSc1ncccc1C(=O)Nc1nc2ccc(Oc3ccccc3)cc2s1	-4	2.1	i	-0.7	-0.6	-4	4	3	4
COc1cccc(OCCCCN2CCCCC2)c1	-4	-0.9	-1.0	0.0	x	-2	10	-2	-1
O=C(/C=C/c1cccc([N+](=O)[O-])c1)NCCN1CCOCC1	-25	3.2	-0.4	-1.0	2.4	-3	-22	-1	0
O=S(=O)(c1ccccc1)c1cccc(S(=O)(=O)N2CCCCC2)c1	-6	-0.5	6.7	0.7	x	-6	13	3	16
Cc1nn(CC(=O)Nc2cccc(S(N)(=O)=O)c2)c(C)c1[N+](=O)[O-]	-1	-0.1	-0.2	-0.6	x	-2	1	0	1
CCc1nc(C#N)c(N2CCOCC2)o1	12&-1	-1.2	-0.2	-0.6	x	-2	-1	1	4
N#C/C(=C\c1c(Cl)cccc1Cl)c1nc2ccccc2o1	0	1.1	-0.2	7.5	x	8	-7	-2	12
O=C(NNC(=O)c1ccc(F)c(S(=O)(=O)N2CCOCC2)c1)c1ccc(Br)cc1	-5	0.2	0.7	-0.6	1.3	-1	6	x	6
Cc1cc(O)ccc1NC1=CC(=O)CC(C)(C)C1	14	0.0	i	-0.1	-1.2	0	1	0	-3
C[C@H](CO)N1C[C@H](C)[C@@H](CN(C)Cc2ccc(F)cc2)Oc2ncc(Br)cc2C1=O	x	x	2.1	-0.5	2.0&-1.1	1	-9	x	19
CC(=O)N1CCOc2ccc(S(=O)(=O)N(C)c3ccc(C)cc3)cc21	-10	-1.2	2.1	0.7	1.1	-5	6	7	3
Cc1cc(C(=O)COC(=O)CC2Sc3ccccc3NC2=O)c(C)n1-c1ccc(Br)cc1 (stereo not given)	-9	0.8	-0.4	-1.0	1.0	-3	1	-7	28
N#Cc1c(Nc2ccccc2)c(C=O)c[nH]c1=O	-15	0.0	-2.2	-1.5	1.4	-6	-2	0	6
COC(=O)c1cccc([N+](=O)[O-])c1CS(=O)(=O)c1ccc(C)cc1	15	-1.3	-0.6	-0.8	7.1	-5	-14	-3	-13
CC1(C)Cc2nc3oc4c(NCCCN5CCOCC5)ncnc4c3cc2CO1	-4	0.4	-0.7	0.7	2.0	-7	7	3	1
CCCCC[C@H](C)N1C[C@H](COCc2ccccc2)Oc2cc(N3CCC[C@@H]3CO)ccc2S1(=O)=O	x	x	x	-0.5	-0.2	-7	2	x	x
CC1=C(C(=O)OCc2ccccc2)C(/C=C/c2ccccc2)N2C(=O)CCSC2=N1 (stereo not given)	-17	0.5	0.3	0.2	-0.8	1	1	-3	1
CN(C)Cc1ccccc1Sc1cccc2ccccc12	12	1.2	-0.5	-0.3	1.3	-4	-5	3	2
COc1ccc(NCc2nnc(SCC(=O)c3ccc(C)cc3)o2)cc1	-3	0.4	1.9	-0.5	x	-4	-3	0	-12
O=C(c1cccs1)N1CCCc2ccccc21	-16	-0.6	-2.5	-0.5	2.9	-2	-5	1	-4
CCc1nnc(NC(=O)CSc2nc3ccc(OC)cc3[nH]2)s1	-13	-0.2	-0.3	0.5	-18	0	8	-3	0
C[N+]1(C)CC2=Cc3ccccc3CC2C1 (stereo not given)	-5	-1.1	i	0.3	-2.3	-5	0	5	2
Cc1ccc(NC(=O)C(C)Sc2nc3nc(C)cc(C)n3n2)cc1 (stereo not given)	-4	-0.6	-0.3	x	-0.2	x	3	x	1

Remaining list, next part.
SMILES	PriA SSB inh	PfHsp40 yeast	Vc quorum ag	BoNT A protease	TcdB inh	Anthrax LF inh2	PrPC surface inh	SARS 3CLpro inh	Yp Topo-I inh
COc1ccc(S(=O)(=O)N(Cc2ccccc2)c2ccccc2C(=O)Nc2ccccc2C(=O)NCc2ccco2)cc1	-10	-1.1	-0.3	-0.9	x	-3	-3	8	3
O=C(O)CCC(=O)Nc1ccc(-c2nnc(-c3ccco3)o2)cc1	-10	-0.7	-0.1	0.3	2.2	9	0	-2	-3
Cc1nc(Oc2ccc(Cl)cc2)c2oc3ccccc3c2n1	1	-2.1	-1.3	u	-1.5	1	-2	2	1
COc1ccc(-n2c(Cc3cccn3C)nnc2SCC(=O)Nc2cccc(OC)c2)cc1	-3	-1.5	-0.2	0.0	1.4	-5	0	-3	1
OC(COc1ccc2c(c1)OCO2)CN1CCCC1 (stereo not given)	9&-10	-0.8	0.5	1.0	2.4	-2	-6	4	1
COCCN(C(=O)CCC(=O)Nc1ccccn1)C(C(=O)NCCC(C)C)c1ccc(OC)cc1 (stereo not given)	-3	-0.3	i	1.4	x	2	0	-1	11
O=C(c1ccco1)N1CCN(C2CC(=O)N(c3ccccc3)C2=O)CC1 (stereo not given)	-7	-0.2	-0.3	-1.0	x	10	-7	3	-6
CC(=C1SC(=S)NC1=O)c1ccccc1	3	0.1	i	0.1	0.6	-1	-2	x	9
CCOC(=O)C1CCN(C(=O)CCNC(=O)Cn2cnc3ccccc3c2=O)CC1	-13	-0.2	-0.3	-1.3	0.1	1	6	1	3
Cc1cc(NC(=O)CN(C)CCOc2ccccc2)ccc1Br	-36	1.6	i	-0.2	1.7	4	10	-1	4
Cc1cc(C)c2sc(N(CCCN(C)C)C(=O)c3ccc(S(=O)(=O)N4CCc5ccccc5C4)cc3)nc2c1	-10&14	1.4	-5.9	-3.4	x	-3	x	x	-8
OC(C#CCN1CCCC1)c1ccccc1 (stereo not given)	-3	0.4	i	-0.5	0.4	-2	-4	5	-8
CC(C)(C)OC(=O)CNC(=O)c1[nH]cnc1C(=O)NCC(=O)OCc1ccccc1	-12	0.2	-1.0	-0.6	1.6	2	0	-7	-1
O=C(NCC(=O)N1CCC(Cc2ccccc2)CC1)c1ccccc1F	x	x	i	0.2	0.7	1	0	x	23
Cc1ccc(N2C(=O)C3C4C=CC(CNC(=S)Nc5ccc(F)cc5)(O4)C3C2=O)cc1 (stereo not given)	1	0.9	-0.2	-0.3	x	2	3	1	1
O=C(O)c1ccc2oc(SCC(=O)N3CCCCC3)nc2c1	-2	0.3	-0.4	2.3	x	10	6	-1	4
COc1ccc(CCNS(=O)(=O)c2ccc(Cl)s2)cc1OC	-2	2.7	i	0.4	x	-1	-8	-2	-5
CCC(=O)N1CCc2cc(OC)c(OC)cc2C1COc1ccc(C(=O)OC)cc1 (stereo not given)	-6	1.3	-0.2	-2.1	x	-1	3	0	22
CCc1nc2ccc(C(=O)NC3CCN(Cc4ccccc4)CC3)cn2c1N(C)Cc1ccc(N(C)C)cc1	x	x	0.4	-0.5	-0.4	1	3	x	13

Part of the list above, in CSV form:
Compound,PriA SSB inh,PfHsp40 yeast,Vc quorum ag,BoNT A protease,TcdB inh,Anthrax LF inh2,PrPC surface inh,SARS 3CLpro inh,Yp Topo-I inh
Cc1cc(C)c2sc(N(CCCN(C)C)C(=O)c3ccc(S(=O)(=O)N4CCc5ccccc5C4)cc3)nc2c1,-10&14,1.4,-5.9,-3.4,x,-3,x,x,-8
OC(C#CCN1CCCC1)c1ccccc1 (stereo not given),-3,0.4,i,-0.5,0.4,-2,-4,5,-8
CC(C)(C)OC(=O)CNC(=O)c1[nH]cnc1C(=O)NCC(=O)OCc1ccccc1,-12,0.2,-1.0,-0.6,1.6,2,0,-7,-1
O=C(NCC(=O)N1CCC(Cc2ccccc2)CC1)c1ccccc1F,x,x,i,0.2,0.7,1,0,x,23
Cc1ccc(N2C(=O)C3C4C=CC(CNC(=S)Nc5ccc(F)cc5)(O4)C3C2=O)cc1 (stereo not given),1,0.9,-0.2,-0.3,x,2,3,1,1

Only part of the results is shown; rates above refer to the full screens.
